Screens: PubChem, several laboratories
Lipid droplet = hepatic lipid droplet formation modulation. hit rate 0.4% among 240,000. AML12 mouse hepatocytes, oleate lipid droplets, BODIPY imaging. inhibition, % at 6.5 µM;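 active = lipid droplet intensity inhibited by at least 50%, with more than 500 cells counted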
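System: AML12 hepatocytes (mouse). Probe or stimulus: oleic acid at 100 µM to induce lipid droplet formation. Times: overnight treatment with compound plus oleate. Detection: Image-based BODIPY and DAPI two-channel analysis. Evaluation: percent inhibition of filter-corrected integrated lipid droplet intensity per well.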
MT stabilizer = microtubule stabilization, imaging screen; HeLa tubulin immunostaining HCS, 24 h; share of cells brighter than vehicle mean+2SD; % tubulin-high responders, % at 10 µM; hit rate 0.83% among 200,000; AID 2205;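 active = plate Z-score above 3 for both tubulin-high and condensed-nucleus cell shares, with cell loss under 80%, at 10 µM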;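 note: anti alpha tubulin signal scored within the nucleus-defined area of each cell; some results filed as inactive read as strong as hits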
human PMI inhibitors = MPI inhibition at elevated mannose 6-phosphate – biochemical, fluorescence intensity, high mannose 6-phosphate, primary screen (AID 1220); recombinant PMI enzyme, coupled fluorescence intensity; higher % means a stronger effect; one-dose inhibition, % at 20 µM; IC50 in µM for titrated hits; hit rate 0.66% among 190,000
Insulin prom up = MIN6 insulin promoter up-regulation. MIN6 insulin promoter-GFP reporter, high-content imaging; hits give high values. z-score at 5 µM. hit rate 0.3% among 190,000;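 active = z-score above 3 at 5 µM with at least 500 cells counted in the well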
TNAP activators = stimulation of alkaline phosphatase TNAP activity – biochemical, luminescent, no phosphate acceptor, uHTS, primary screen (AID 1001). purified TNAP, luminescent activation assay, no phosphate acceptor; higher activation fold means a stronger effect. one-dose activation fold at 20 µM; EC50 in µM for titrated hits. hit rate 0.03% among 200,000; in the data active = activation fold from about 3, or a potency from the dose series; inactive = the rest, 99 in 100 with activation fold below about 1.6; note: many of its hits are not listed in these tables
b-catenin transl = modulators of beta-catenin nuclear translocation. HeLa beta-catenin nuclear translocation, immunofluorescence imaging. nuclear translocation activity, % at 5 µM. hit rate 0.3% among 190,000. AID 1665;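 active = nuclear translocation activity above 50% at 5 µM, with a well cell count of 50 or more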;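 note: per-cell ratio of nuclear to cytoplasmic median beta-catenin stain intensity; plate controls were DMSO negative control for no effect and GSK-3 inhibitor IX positive control for full effect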
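Test system: HeLa cells, endogenous beta-catenin; Compound: single 5 µM dose plus 0.02–20 µM confirmation series; Times: compound exposure 24 h at 37°C; Signal: fluorescence imaging of beta-catenin antibody stain plus DAPI; Read-out: % activation, nuclear-to-cytoplasmic median beta-catenin signal ratio per cell.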
human PMI inhibition = MPI enzyme activity inhibition – biochemical, fluorescence intensity, coupled assay, primary screen (AID 1209). purified PMI enzyme, coupled fluorescence intensity; higher % means a stronger effect. hit rate 0.42% among 190,000. inhibition, % at 20 µM, or IC50 in µM where a hit was titrated;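 note: plate controls were DMSO vehicle for no effect and wells lacking substrate for full effect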
T cell modulator = T cell immune modulation candidate; hit rate 0.068% among 330,000; AID 2052; 2C CD8+ T cell-vesicle binding, flow cytometry; hits give low values; calls only at 7 µM;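 active = response, share of CD8 T cells binding vesicles, and their 90th percentile fluorescence all below set limits, cut at about 80% in these data, passing the limit was not always enough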
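Test system: purified 2C TCR transgenic mouse naive CD8+ T cells. Probe or stimulus: QL9-peptide-loaded Drosophila micro-vesicles bearing Ld, ICAM-1 and B7-1. Incubation: binding step 1.5 h, 37 °C, antibody labelling 20 min, ice. Measured by: flow cytometry of vesicle-bound cells.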
Autophagy mod = modulators of autophagy; MEF GFP-LC3 puncta imaging; test concentration mostly 10 µM; calls only at 10 µM (by protocol); hit rate 0.98% among 190,000;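 active = percentage of spot-positive cells more than 3 SD above its plate mean, without a fluorescence outlier flag or 80% toxicity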;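 note: spot-positive cell cutoff set from DMSO-treated cells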
Insulin prom up cell count = also measured in Insulin prom up; calls as there; cell count; measured here: cytotoxicity, nuclei count;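 total cells summed across four imaged fields per well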
Lipid droplet cells 6.5 µM = further read-out of Lipid droplet, marked with its call; cell count; measured here: cell count, cytotoxicity flag;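 cells counted across two imaged fields per well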
b-catenin transl cell count 5 µM = also measured in b-catenin transl; calls as there; cell count; measured here: cell count, cytotoxicity flag
T cell modulator vesicle-bound % = also measured in T cell modulator; calls as there; double positive events, %; measured here: CD8+ vesicle-bound cell fraction;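 binding gate set so that unloaded-vesicle control wells show 10% double positive cells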
MT stabilizer Hoechst-high % = recorded beside MT stabilizer, whose call it bears; % Hoechst-high responders; measured here: nuclear condensation Hoechst responders;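 share of cells brighter than vehicle mean plus two SD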
MT stabilizer cytotoxicity % = further read-out of MT stabilizer, marked with its call; toxicity, %; measured here: cytotoxicity by cell density;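 0% = mean cell density of plate MIN control wells and 100% = no cells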
Autophagy mod cell loss 18 h = recorded beside Autophagy mod, whose call it bears; toxicity, %; measured here: cell loss, nuclei count;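 cell loss after 18 h compound exposure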
Numbers without * were called inactive; i = inactive; . = no result given. Cut-off read from the data, not from the text of the source, unless noted: active = inhibition above about 50%; inactive = the rest.

SMILES	Lipid droplet	Lipid droplet cells 6.5 µM	MT stabilizer	MT stabilizer Hoechst-high %	MT stabilizer cytotoxicity %	human PMI inhibitors	Insulin prom up	Insulin prom up cell count	TNAP activators	b-catenin transl	b-catenin transl cell count 5 µM	human PMI inhibition	T cell modulator	T cell modulator vesicle-bound %	Autophagy mod	Autophagy mod cell loss 18 h
NC(=O)Cn1c(=O)n(CCC(=O)NCCSCc2ccccc2)c(=O)c2ccccc21	8	622	5.3	2.1	9.8	0%	0.07	1263	1	-3.2	1135	2%	i	26	i	1
COc1cc(/C(C)=N\NC(=O)CSc2nc3ccccc3n2C)ccc1O	16	689	.	.	.	.	-0.68	1092	.	0.4	1332	.	i	38	.	.
CCOC(=O)C1CCN(C(=O)COc2ccc(Br)cc2C)CC1	-10	678	4.5	1.5	6.7	0%	-0.97	1672	1.1	-1.0	1126	-1%	i	31	i	19
O=[N+]([O-])c1ccc(N=Nc2ccc(O)cc2O)cc1	.	.	22*	14*	21*	6%	-0.35	828	0.6	.	.	2%	i	17	i	15
CCC(=O)NNc1ncnc2c1cnn2C	13	768	2.2	2.3	0.2	-10%	0.23	1119	2.4	2.5	1051	-10%	i	31	i	12
O=S(=O)(c1ccc(NC(=S)NN=C(Cc2ccccc2)Cc2ccccc2)cc1)N1CCOCC1	6	631	1.7	1.9	4.7	-16%	-1.1	1434	1.1	2.3	986	4%	i	52	i	5
C/C(=N/Nc1ncc(C(F)(F)F)cc1Cl)c1ccncc1	-5	759	2.6	2.3	9.0	-2%	0.94	1408	1.1	-0.6	964	5%	i	64	i	-18
Cc1cccc2nc(CSc3nncn3-c3ccccc3)cn12	.	.	5.3	1.3	10	-6%	-0.44	1216	1.1	-8.6	968	0%	i	55	i	20
COc1ccc(NC(=O)C2CCN(c3nc(C)nc4c3CCC4)CC2)cc1	.	.	.	.	.	8%	.	.	1.1	-0.9	851	6%	i	44	.	.
CN1CCN(c2nc(-c3ccccc3)nc(-c3ccc(F)cc3)c2C#N)CC1	6	619	5.2	3.2	7.9	12%	-0.95	1485	1	-1.4	943	13%	i	60	i	2
O=Cc1cnc(N2CCN(Cc3ccccc3)CC2)s1	3	685	2.7	1.2	8.8	-14%	-0.06	1618	1	0.3	991	-18%	i	28	i	15
O=C(COC(=O)c1cccc(C(F)(F)F)c1)NCc1ccc(Cl)cc1	28	638	1.8	2.2	7.4	-6%	0.72	1367	1.1	-1.6	538	2%	i	35	i	3
CC(C)COc1nc2ccccc2c(=O)n1OCC(=O)O	-6	583	3.2	1.5	7.9	6%	0.04	1896	1.1	0.8	1040	6%	i	23	i	-34
CN(CC(=O)NC1CCN(Cc2ccccc2)CC1)S(=O)(=O)c1ccc2c(c1)c(=O)n(C)c(=O)n2C	10	740	1.9	1.4	11	0%	-0.08	1245	1.1	-0.8	1127	0%	i	32	i	-13
c1cc(-c2ccncc2)ccn1	1	696	1.8	2.6	4.8	0%	0.06	1243	1	0.0	567	-8%	i	49	i	1
COc1cc(NC(=O)CSc2nnc3c(n2)[nH]c2ccc(S(=O)(=O)NC(C)C)cc23)cc(OC)c1OC	-2	681	1.4	2.3	8.5	16%	-0.49	1637	1.2	-1.2	1114	10%	i	15	i	-2
CCCCCCCCCc1nc2sc3c(c2c(=O)n1NC(=O)c1ccc([N+](=O)[O-])cc1)CC(C)(C)OC3	17	682	2.3	2.4	6.0	13%	0.67	2314	1	0.0	974	23%	i	54	i	-5
O=C1N(Cc2cccnc2)C[C@@H]2C[C@@H](c3cccc(Oc4ccccc4)c3)N3CCC[C@@]123	-12	733	.	.	.	.	-1.7	966	.	0.3	1225	.	i	32	.	.
COc1ccc(-c2n[nH]c(C)c2-c2ccc(Cl)cc2)c(O)c1	.	.	5.2	1.4	2.7	7%	0.1	1704	1.1	0.1	1390	15%	i	43	i	1
Cc1noc(C)c1COc1cccc(C(=O)OC(C)C(=O)Nc2ccc3c(c2)OCO3)c1 (stereo not given)	-11	760	26*	58*	31*	7%	-0.32	863	1.1	95*	733*	8%	i	34	i	47
CCCN1C(=O)c2ccc(C(=O)NC3CCCCC3)cc2C1=O	3	720	4.7	1.5	51	8%	-0.05	1726	1.1	-0.5	1016	9%	i	33	i	-1
COC(=O)Nc1nnc(COc2ccccc2)s1	3	741	.	.	.	.	-0.02	1115	.	-0.2	1421	.	i	21	.	.
CCN(CC)CCCN(Cc1cc2cc3c(cc2[nH]c1=O)OCO3)C(=S)NCc1ccco1	0	758	1.9	0.9	5.7	12%	-0.8	1523	1	-2.3	1023	17%	i	21	i	-2
O=C(NNC(=S)NCc1ccccc1)c1cccc([N+](=O)[O-])c1	7	683	3.6	2.0	13	-10%	0.31	1314	2.1	2.3	1056	-18%	i	50	i	-9
Clc1ccc(-c2nn3cnnc3s2)c(Cl)c1	-8	751	4.9	2.3	7.3	6%	0.21	1424	1.1	3.5	797	10%	i	43	i	11

Three of the entries above in order of the human PMI inhibitors value, descending:
Compound | MT stabilizer Hoechst-high % | human PMI inhibitors | TNAP activators | human PMI inhibition | T cell modulator | T cell modulator vesicle-bound %
CN1CCN(c2nc(-c3ccccc3)nc(-c3ccc(F)cc3)c2C#N)CC1 | 3.2 | 12% | 1 | 13% | i | 60
c1cc(-c2ccncc2)ccn1 | 2.6 | 0% | 1 | -8% | i | 49
CCC(=O)NNc1ncnc2c1cnn2C | 2.3 | -10% | 2.4 | -10% | i | 31

In the list so far, these have a CF3 group:
SMILES	Lipid droplet	Lipid droplet cells 6.5 µM	MT stabilizer	MT stabilizer Hoechst-high %	MT stabilizer cytotoxicity %	human PMI inhibitors	Insulin prom up	Insulin prom up cell count	TNAP activators	b-catenin transl	b-catenin transl cell count 5 µM	human PMI inhibition	T cell modulator	T cell modulator vesicle-bound %	Autophagy mod	Autophagy mod cell loss 18 h
C/C(=N/Nc1ncc(C(F)(F)F)cc1Cl)c1ccncc1	-5	759	2.6	2.3	9.0	-2%	0.94	1408	1.1	-0.6	964	5%	i	64	i	-18
O=C(COC(=O)c1cccc(C(F)(F)F)c1)NCc1ccc(Cl)cc1	28	638	1.8	2.2	7.4	-6%	0.72	1367	1.1	-1.6	538	2%	i	35	i	3

Later entries:
SMILES	Lipid droplet	Lipid droplet cells 6.5 µM	MT stabilizer	MT stabilizer Hoechst-high %	MT stabilizer cytotoxicity %	human PMI inhibitors	Insulin prom up	Insulin prom up cell count	TNAP activators	b-catenin transl	b-catenin transl cell count 5 µM	human PMI inhibition	T cell modulator	T cell modulator vesicle-bound %	Autophagy mod	Autophagy mod cell loss 18 h
COc1ccc(OC)c(NC(=O)C2CCCNC2=O)c1 (stereo not given)	.	.	1.6	1.8	8.3	-2%	0.14	1017	1.1	-0.9	1103	-1%	i	27	i	-3
Cc1cc(Cl)ccc1NC(=S)N1CCOCC1	13	707	2.5	2.5	7.3	-2%	0.84	1387	1	-0.2	1001	-6%	i	20	i	6
CCOC(=O)N1CCC(NC(=O)Cn2ncc3c2-c2cc(C)ccc2OC3)CC1	.	.	6.8	2.2	5.7	-4%	1.3	833	0.9	.	.	-11%	i	13	i	5
O=C(Cc1n[nH]c(=O)c2ccccc12)OCc1c(Cl)cccc1Cl	-42	765	.	.	.	.	1.5	1187	.	0.4	1355	.	i	40	.	.
COC(=O)Cn1c(=NC(=O)c2cc(OC)c(OC)c(OC)c2)sc2cc(OC)ccc21	3	711	1.7	2.0	6.2	-10%	0.65	1247	1.1	.	.	-8%	i	23	i	8
CC1=CC2=NC(=O)/C(=C\c3cc(C)n(-c4ccccc4)c3C)C(=N)N2O1	5	630	1.4	3.0	11	8%	.	.	1	-2.8	1213	-2%	i	4	i	-17
c1ccc2c(Nc3nnc(-c4ccncc4)s3)cccc2c1	.	.	2.7	3.3	5.5	19%	-0.25	1439	1.1	-2.5	1328	5%	i	27	i	8
Oc1ccc(Br)cc1/C=N/n1cnc2ccccc21	.	.	3.3	3.3	14	-2%	-0.78	1528	1.1	-1.4	1007	0%	i	43	i	39
Cc1ccc(-c2nc(C#N)c(NCCN3CCCCC3)o2)cc1	-15	699	2.1	2.2	18	1%	-3.2	1030	1.1	1.1	1031	3%	i	45	i	6
Cc1ccc([N+](=O)[O-])cc1-c1ccc(/C=N/NC(=O)c2cc3c(ccc4ccccc43)o2)o1	-2	766	2.1	1.7	5.4	6%	-0.41	885	1	27	958	9%	i	29	i	-36
O=c1ncn(-c2ccc(F)cc2)c2ncccc12	3	721	1.6	1.9	3.3	-2%	.	.	1.1	-3.4	1200	5%	i	28	i	3
CCOC(=O)Cn1c(=O)oc2cc(S(=O)(=O)NCC3CCCO3)ccc21 (stereo not given)	.	.	4.0	2.5	6.4	-8%	0.05	965	1.2	.	.	0%	i	46	i	8
Cc1nc2ccc(S(=O)(=O)NC(C(=O)N3CCC(C)CC3)C(C)C)cc2s1 (stereo not given)	.	.	2.8	1.7	8.6	5%	-4.3	872	0.9	-0.3	1180	-9%	i	29	i	11
COc1ccc(NC(=O)C2=C(C)NC(=O)NC2c2ccccc2[N+](=O)[O-])cc1 (stereo not given)	-22	697	.	.	.	.	-0.52	1291	.	-0.4	1326	.	i	26	.	.
CCOc1ccccc1Nc1nc(N)nc(CSc2nccc(C)n2)n1	0	735	2.8	0.8	34	4%	-0.65	1218	1.1	.	.	8%	i	56	i	3
CO/N=C/C(=N\Nc1ccccc1)C(=O)c1ccccc1	8	696	2.1	3.1	1.8	-2%	-0.2	1209	0.9	1.2	1037	3%	i	49	i	-1
CCOC(=O)Cc1csc(NC(=O)c2c(O)c3ccccc3n(CC(C)C)c2=O)n1	12	792	3.5	1.5	4.8	4%	0.65	852	1	0.6	1018	13%	i	19	i	3
CCCCOC(=O)n1c(=O)oc2ccccc21	19	784	1.1	1.7	5.2	5%	0.11	1291	1.1	-2.4	1318	12%	i	39	i	6
